Screening results: PubChem, The Scripps Research Institute Molecular Screening Center
ASAP1 inh – inhibitors of human ASAP1 ArfGAP activity, primary screen, biochemical, fluorescence polarization. Arf-GAP with SH3 domain, ANK repeat and PH domain-containing protein 1 (Homo sapiens), …. ASAP1-stimulated ARF1 GTP hydrolysis, GDP FP detection. inhibition, % at 16.5 µM. hit rate 0.19% among 360,000; in the data active = inhibition above about 25%;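 also: 0% = vehicle with enzyme and substrate and 100% = no enzyme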
Target sequence (Q9ULH1 325-724 limits assumed): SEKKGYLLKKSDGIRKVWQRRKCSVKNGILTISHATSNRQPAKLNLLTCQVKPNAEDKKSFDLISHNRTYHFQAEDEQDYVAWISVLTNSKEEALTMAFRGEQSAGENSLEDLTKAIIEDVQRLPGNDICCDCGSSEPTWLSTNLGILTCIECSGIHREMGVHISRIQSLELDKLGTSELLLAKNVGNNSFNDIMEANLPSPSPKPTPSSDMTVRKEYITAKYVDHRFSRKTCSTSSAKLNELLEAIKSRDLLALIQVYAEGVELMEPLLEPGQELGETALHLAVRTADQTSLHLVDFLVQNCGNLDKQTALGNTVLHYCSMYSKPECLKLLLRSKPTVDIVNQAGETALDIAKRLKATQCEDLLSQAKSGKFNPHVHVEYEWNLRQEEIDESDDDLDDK
ADAM17 inh – ADAM17 inhibitors, primary screen, biochemical, QFRET | recombinant ADAM17, EDANS/DABCYL FRET peptide cleavage | inhibition, % at 6.95 µM | hit rate 0.83% among 370,000;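 active = inhibition above the mean of compounds lying between control limits plus 3 SD, set per campaign, cut at about 8.5% in these data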;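 also: 0% = DMSO-only wells as the low control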
TDP2 absorb – human TDP2 enzyme inhibitors, primary screen, biochemical, epi absorbance, recombinant enzyme; T5PNP hydrolysis, p-nitrophenol absorbance 415 nm; Tyrosyl-DNA phosphodiesterase 2 (Homo sapiens), O95551; inhibition, % at 12.8 µM; hit rate 0.34% among 370,000;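 active = inhibition above the mean of all tested compounds plus 3 SD, set per campaign, cut at about 25% in these data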;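 also: 0% = DMSO with enzyme and 100% = buffer with substrate but no TDP2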
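System: recombinant human TDP2 / Amount: 120 nM TDP2 per well / Also added: 5 mM T5PNP chromogenic substrate / Doses: 12.8 µM single point, 1% DMSO / Incubation: 2 h at 37 °C / Detection: p-Nitrophenol epi absorbance / Evaluation: % inhibition relative to enzyme-containing and enzyme-free wells / Repeats: singlicate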
LEDGF integ inh – blockers of LEDGF/p75-dependent integrase strand transfer – biochemical, TR-FRET, high throughput, primary screen; HIV-1 integrase (with human LEDGF/p75); hit rate 0.64% among 370,000; inhibition, % at 3.7 µM; TR-FRET IN-LEDGF/p75 DNA integration, Eu/Cy5;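 active = inhibition above the screen-wide mean plus 3 SD, cut at about 13% in these data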;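 also: signal is the Cy5 over europium emission ratio at 671 and 618 nm; 0% = plate median of compound wells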
proKLK7 act – proKLK7 zymogen activators, primary screen, biochemical, fluorescence intensity. Kallikrein-7 (Homo sapiens), P49862. purified proKLK7, EDANS-DABCYL substrate fluorescence; 100% is mature enzyme control, 0% vehicle. activation, % at 7 µM. hit rate 0.9% among 370,000;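 active = activation above the mean of all tested compounds plus 3 SD, computed per campaign excluding outliers beyond control limits, cut at about 13% in these data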
Target sequence (P49862 whole entry, looked up): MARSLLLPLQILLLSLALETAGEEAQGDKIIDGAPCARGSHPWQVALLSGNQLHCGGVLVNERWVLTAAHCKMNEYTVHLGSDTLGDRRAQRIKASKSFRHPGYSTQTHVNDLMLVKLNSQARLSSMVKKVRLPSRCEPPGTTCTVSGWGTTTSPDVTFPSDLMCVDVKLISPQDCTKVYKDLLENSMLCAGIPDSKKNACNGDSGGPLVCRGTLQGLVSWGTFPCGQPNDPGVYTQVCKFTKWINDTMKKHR
Tn7 DDE FP – inhibitors of Tn7 peptide binding to fibrin DD(E), primary screen, biochemical, fluorescence polarization, human fibrin, Tn7 probe. Fibrinogen beta chain (Homo sapiens), P02675. FP displacement of FITC-Tn7 peptide from fibrin DD(E); 0% = median of compound wells per plate. inhibition, % at 8.3 µM. hit rate 0.13% among 370,000;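 active = inhibition above the mean of compounds falling within the control limits plus 3 SD of them, cut at about 14% in these data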;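 also: 0% = plate median of compound wells and 100% = 10 µM Aha-Tn7 peptide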
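system = human fibrin DD(E) protein | quantity = DD(E) 2 µM final | medium = Tris/NaCl/CaCl2 buffer, pH 7.8 | also added = labelled Tn7 tracer, 0.1 µM | compound dosing = single point at 8.3 µM | timing = compound with protein 10 min, then 3 h after probe, room temperature | signal = FP measurement | benchmarks = Aha-Tn7 high control | repeats = one replicate per compound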
ADAM10 inh – human ADAM10 inhibitors, primary screen, biochemical, QFRET, HTS; Disintegrin and metalloproteinase domain-containing protein 10 (Homo sapiens), O14672; recombinant ADAM10, EDANS/DABCYL FRET peptide cleavage, 3 h; inhibition, % at 7 µM; hit rate 0.62% among 370,000;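 active = inhibition above a per-campaign cutoff equal to the mean of compounds falling between control-based bounds plus 3 SD, cut at about 20% in these data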;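 also: 0% = DMSO wells while the 100% control is not disclosed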
PLC-gamma1 inh – PLC-gamma1 enzyme inhibitors, primary screen, biochemical, fluorescence, purified enzyme; inhibition, % at 12.2 µM; hit rate 0.84% among 370,000; fluorogenic substrate; in the data active = inhibition above about 9.5%
ARFGAP1 inh – inhibitors of rat ARFGAP1 GAP activity, primary screen, biochemical, fluorescence polarization, GDP tracer; Arfgap1-stimulated ARF1 GTP hydrolysis, GDP FP detection; inhibition, % at 16.5 µM; hit rate 0.26% among 360,000; AID 651572, 2012;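 active = inhibition above a per-plate limit, mean inhibition of low control wells plus 3 SD, cut at about 25% in these data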;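 also: 0% = DMSO wells with enzyme and 100% = wells lacking Arfgap1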
Target sequence (Q62848 1-136 limits assumed): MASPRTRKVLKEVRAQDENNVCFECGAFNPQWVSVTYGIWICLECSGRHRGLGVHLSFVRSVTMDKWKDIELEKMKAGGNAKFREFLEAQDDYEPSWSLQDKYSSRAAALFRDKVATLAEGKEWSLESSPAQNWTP
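Material: truncated rat Arfgap1 GAP domain; Incubation: compound-enzyme preincubation 20 min, reaction 120 min, detection 60 min, 25 °C; Read-out: percent inhibition of Arfgap1-stimulated GTP hydrolysis; Technique: FP, GDP Alexa 633 tracer displaced from anti-GDP antibody, 620/688 nm; Controls: No-Arfgap1 wells (100%) versus DMSO full-reaction wells (0%); Replication: single well per compound.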
DDE Tn6 FP inh – inhibitors of Tn6 peptide binding to fibrin DD(E), primary screen, biochemical, fluorescence polarization, human fibrin, Tn6 probe; Fibrin DD(E) TRITC-Tn6 fluorescence polarization displacement; inhibition, % at 8.3 µM; hit rate 0.21% among 370,000; AID 720509, 2013;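 active = inhibition above a per-campaign cutoff: mean of compounds within control limits plus 3 SD, cut at about 15% in these data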;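 also: 0% = median of all compound wells on the plate and 100% = blocking peptide control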
Active calls of the source: *; i = inactive; . = not tested or not shown.

SMILES	ASAP1 inh	ADAM17 inh	TDP2 absorb	LEDGF integ inh	proKLK7 act	Tn7 DDE FP	ADAM10 inh	PLC-gamma1 inh	ARFGAP1 inh	DDE Tn6 FP inh
O=C1NC(=S)S/C1=C\c1ccc2ccccc2c1	-4	2	1	5	0.3	-6	-3	5	-7	-4
Cc1ccc(C(=O)CNc2cccc(Cl)c2)cc1	14	-2	13	2	-0.3	4	-77	1	-7	-2
CS(=O)(=O)c1ccc(Cl)c(NC(=O)CSc2nnc(C3CC3)n2C2CC2)c1	-5	-1	1	3	0.7	-7	2	0	2	4
O=C(O)C1CCN(S(=O)(=O)c2ccc(Cl)s2)CC1	-13	-7	8	-2	-0.5	-1	-7	-3	-9	2
CCSc1nnc(NC(=O)CSc2nnc(CNC(=O)c3cc(OC)c(OC)c(OC)c3)o2)s1	6	-4	4	-1	-0.3	-2	-3	1	2	-3
Cc1c(C(=O)N2CCCCC2C)sc2ncnc(N3CCc4ccccc4C3)c12 (stereo not drawn)	3	-4	-2	4	0.0	2	-4	3	-10	-2
COc1cc2c(cc1OC)C(c1ccc(C)cc1)NC(=O)C2 (stereo not drawn)	2	-3	-17	7	0.0	-2	5	2	-2	-14
CCC(=O)N1CCN(c2c(Cl)cccc2[N+](=O)[O-])CC1	8	-1	-11	-1	0.0	6	0	4	-14	2
CC[C@]12c3[nH]c4ccc(Cl)cc4c3CCN1C(=O)[C@@H](CC(=O)NCCc1ccccn1)C[C@@H]2C(=O)N1CCN(C(=O)c2ccco2)CC1	-2	2	-11	3	0.4	-6	0	6	2	-3
O=C(O)CC1(CC(=O)Nc2ccc3c(c2)OCCCO3)CCCCC1	0	-2	-5	1	-0.2	3	-4	3	0	5
O=C1C=C(Nc2cccc3cccnc23)c2ccccc2C1=O	1	-5	19	5	0.4	-3	-6	-20	-3	3
COC(=O)c1ccc2c(=O)[nH]c(CN3c4ccccc4CC3C)nc2c1 (stereo not drawn)	-8	-7	1	3	-0.8	-4	-18	-8	3	0
Cc1cc(C(=O)N/N=C/c2ccc(-c3ccccc3Cl)o2)n[nH]1	7	-71	-7	-3	-1.4	4	-178	-19	2	-5
O=C(Cc1n[nH]c(=O)c2ccccc12)OCC(=O)c1ccc(F)c(F)c1	-2	-4	7	4	-0.2	-5	-7	1	0	-6
Cc1cc(C)c(S(=O)(=O)N(CC(=O)N2CCOCC2)C2CCCCC2)c(C)c1	3	-3	-4	-2	-0.2	5	11	1	3	6
COc1cccc(CNC(=O)c2ccc(C3SCCS3)cc2)c1	5	-6	3	2	-0.2	-6	-9	4	4	2
Cc1c(C)c2ccc(OCC(=O)NCCc3c[nH]c4ccccc34)c(C)c2oc1=O	15	0	7	-7	0.3	-1	-16	1	25*	-5
Oc1ccc(Cl)cc1CNc1ccc(Br)cn1	14	7	-2	2	-0.3	-3	17	5	6	1
CC(CC(=O)Nc1ccc(C(N)=O)cc1)c1ccccc1 (stereo not drawn)	-10	0	8	-4	-0.3	-2	-3	2	6	1
Cc1cccc(OCCOC(=O)c2ccc(F)c(S(=O)(=O)N3CCOCC3)c2)c1	-5	-1	10	-5	-0.1	-4	-4	0	-5	-14

Reformatted bar-delimited: entries from further up
Structure | ASAP1 inh | ADAM17 inh | TDP2 absorb | LEDGF integ inh | proKLK7 act | Tn7 DDE FP | ADAM10 inh | PLC-gamma1 inh | ARFGAP1 inh | DDE Tn6 FP inh
COC(=O)c1ccc2c(=O)[nH]c(CN3c4ccccc4CC3C)nc2c1 (stereo not drawn) | -8 | -7 | 1 | 3 | -0.8 | -4 | -18 | -8 | 3 | 0
Cc1cc(C(=O)N/N=C/c2ccc(-c3ccccc3Cl)o2)n[nH]1 | 7 | -71 | -7 | -3 | -1.4 | 4 | -178 | -19 | 2 | -5
O=C(Cc1n[nH]c(=O)c2ccccc12)OCC(=O)c1ccc(F)c(F)c1 | -2 | -4 | 7 | 4 | -0.2 | -5 | -7 | 1 | 0 | -6
Cc1cc(C)c(S(=O)(=O)N(CC(=O)N2CCOCC2)C2CCCCC2)c(C)c1 | 3 | -3 | -4 | -2 | -0.2 | 5 | 11 | 1 | 3 | 6
COc1cccc(CNC(=O)c2ccc(C3SCCS3)cc2)c1 | 5 | -6 | 3 | 2 | -0.2 | -6 | -9 | 4 | 4 | 2
Cc1c(C)c2ccc(OCC(=O)NCCc3c[nH]c4ccccc34)c(C)c2oc1=O | 15 | 0 | 7 | -7 | 0.3 | -1 | -16 | 1 | 25* | -5
Oc1ccc(Cl)cc1CNc1ccc(Br)cn1 | 14 | 7 | -2 | 2 | -0.3 | -3 | 17 | 5 | 6 | 1
CC(CC(=O)Nc1ccc(C(N)=O)cc1)c1ccccc1 (stereo not drawn) | -10 | 0 | 8 | -4 | -0.3 | -2 | -3 | 2 | 6 | 1
Cc1cccc(OCCOC(=O)c2ccc(F)c(S(=O)(=O)N3CCOCC3)c2)c1 | -5 | -1 | 10 | -5 | -0.1 | -4 | -4 | 0 | -5 | -14

Going on with the list:
SMILES	ASAP1 inh	ADAM17 inh	TDP2 absorb	LEDGF integ inh	proKLK7 act	Tn7 DDE FP	ADAM10 inh	PLC-gamma1 inh	ARFGAP1 inh	DDE Tn6 FP inh
CC(C)Oc1ccc(C(=O)OC(C)C(=O)Nc2nc(-c3cccc([N+](=O)[O-])c3)cs2)cc1 (stereo not drawn)	4	-1	-3	-4	0.3	-2	1	-1	0	0
Cc1cc(Cl)ccc1OCCCC(=O)N1CCN(C(=O)c2ccco2)CC1	-12	0	-2	-1	0.4	6	1	3	2	4
Cc1cccc(-n2nnc3cnn(C)c3c2=O)c1	9	-1	-5	-5	-0.8	1	-4	5	0	-2
CC(=O)NC(Cc1ccccc1C)C(=O)NC1CCN(c2nnnn2-c2ccccc2)CC1 (stereo not drawn)	0	-2	-16	2	-0.1	5	4	4	10	-5
CCCCOC(=O)CCCN1C(=O)/C(=C2\SC(=S)N(CCCC(=O)OCCCC)C2=O)SC1=S	6	0	-22	-3	-0.5	-2	-14	-2	5	-1
COc1ccc(-c2ccc(CN3C(CC(C)C)C(=O)N(Cc4cn(CCC5OCCCO5)nn4)CCS3(=O)=O)cc2)cc1OC (stereo not drawn)	5	1	1	-1	-0.3	9	3	-2	-7	1
CCOC(=O)C1=C(c2ccccc2)N=c2s/c(=C\c3ccco3)c(=O)n2C1c1cccs1 (stereo not drawn)	5	2	-1	16*	0.7	-3	3	-7	2	-4
O=C(NCc1ccccc1F)c1cc(=O)[nH]c2ccccc12	-3	-16	-12	7	1.7	-1	-60	-16	5	3
Cc1ccc(NC(=O)C2CCN(S(=O)(=O)c3ccc4c(c3)NC(=O)C(C)S4)CC2)cc1Cl (stereo not drawn)	-1	9.4*	-6	0	0.2	5	24*	2	10	6
COc1ccc([N+](=O)[O-])cc1NC(=O)C(C)N1CCN(C(=O)c2ccco2)CC1 (stereo not drawn)	8	0	7	-3	-0.7	-2	-2	1	-7	4
CC(C(=O)NCc1ccco1)n1cc([N+](=O)[O-])cn1 (stereo not drawn)	12	0	-9	4	-0.8	-9	1	0	1	5
O=C1CCC[C@H]2C[C@H](NCc3ccc(Cl)cc3)CC[C@]23CCCN13	.	-2	-10	1	.	-3	-13	0	.	-1
CC(C)c1onc(C(=O)N2C(C)CCCC2C)c1[N+](=O)[O-] (stereo not drawn)	0	2	-8	0	0.1	-6	4	1	-4	0
CCC(=O)Nc1ccc(C(=O)NNC(=O)C(c2ccccc2)c2ccccc2)cc1	0	-2	-9	-2	-0.3	-1	0	0	16	-2
CCOC(=O)c1ccc(-n2c(C)nc3c(cnn3-c3ccc(Cl)cc3)c2=O)cc1	1	-1	12	1	-0.5	6	-3	-2	-12	-4
Cc1ccc(N=C2NC(=O)/C(=C\c3ccco3)S2)cc1	2	4	4	4	0.0	-1	5	-7	-8	3
COCOCCn1cc(CN2CCS(=O)(=O)N(Cc3ccc(-c4ccncc4)cc3)C(C(C)C)C2=O)nn1 (stereo not drawn)	5	3	2	-1	0.4	-5	-8	4	3	0
CC(C)(C)OC(=O)C[C@@H]1C/C=C\C[C@H](CC(=O)N[C@H](CO)Cc2ccccc2)C(=O)N[C@@H](Cc2c[nH]c3ccccc23)COC1=O	-1	-3	-1	-1	0.5	-1	9	-4	-1	1
Cc1ccc(N(C(=O)CNC(=O)c2ccco2)C(C(=O)NC2CCCCC2)c2cccnc2)cc1F (stereo not drawn)	-13	-2	7	0	0.2	-1	3	1	10	-9
Cn1c(SCC(=O)NC(=O)NCc2ccco2)nnc1-c1ccccc1	5	2	-16	22*	0.0	0	-1	-3	6	-7
O=C(NN1C(=O)NC2(CCCCC2)C1=O)c1cccs1	4	-3	1	-3	-0.1	-5	-10	1	6	7
O=C(NNC(=O)c1ccccc1O)c1ccc(Cl)c(S(=O)(=O)N2CCc3ccccc32)c1	8	8	-1	-7	0.0	-6	13	-22	5	-4
CCOCCCn1c(=S)[nH]c2cc3c(cc2c1=O)OCO3	5	-3	4	1	0.2	2	5	4	-5	-2
Nc1nc(N2CCOCC2)nc2ccccc12	-7	-264	-8	2	-5.1	-5	i	-108	3	6
CSC1=NCCN1C(=O)c1ccc(C)cc1	9	-3	-2	1	-0.9	1	-5	0	2	2
CC(Sc1ncc(C#N)c(N)n1)C(=O)Nc1ccccc1 (stereo not drawn)	-1	-3	1	1	-0.9	-2	-15	-3	9	0
O=C(/C=C/c1ccccc1)N/C(=C/c1ccccc1)C(=O)N1CCCCC1	1	3	-9	1	-0.4	0	2	0	12	-2
